Statin myotox sup = suppression of simvastatin myotoxicity. C2C12 myotubes + simvastatin, ATP luminescence, 48 h; scaled: DMSO 0, geranylgeraniol control 100. rescue of ATP level, % at 7.49 µM. 330,000 tested, 0.78% active;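 active = mean ATP rescue above about 67%, or every replicate alone reaching that limit, limit read from the data, passing the limit was not always enough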;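 also: myotubes were challenged with 10 µM simvastatin during compound exposure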
PAX8 inh HTS = lowers PAX8-driven luciferase in RMG-I cells; RMG-I TPO-luciferase reporter, SteadyGlo, 24 h; inhibition, % at 12.6 µM; 360,000 tested, 1.2% active;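 active = mean replicate inhibition at least 60% with every replicate also reaching 60%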;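 also: luciferase light reporting Pax8 driven TPO promoter activity; plate controls were median of neutral control wells for no effect and mitoxantrone controls for full effect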
INS-1E GSIS act = GLuc luminescence reporter in INS-1E cells, primary screen for activators of glucose-dependent secretion of insulin; INS-1E GLuc reporter insulin secretion, 2-3 h; activation, % at 16.6 µM; 370,000 tested, 0.61% active; AID 743287;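 active = lowest replicate activation of at least 40%, so every replicate reaches that level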;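 also: 0% = median of neutral control wells and 100% = median of IBMX positive control wells; some compounds called inactive have numbers as strong as hits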
PGC1a acetyl inh = lowers PGC1a acetylation signal in U2OS cells | AlphaScreen anti-acetyl-lysine; with virally co-expressed GCN5 acetyltransferase | inhibition, % at 15.6 µM | 350,000 tested, 0.17% active | AID 651687;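 active = every replicate shows inhibition of at least 40%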;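 also: 0% = neutral control wells and 100% = positive control wells; some results beyond the cut were filed as inactive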
Cneo AK release = Cryptococcus neoformans lysis via adenylate kinase release. C. neoformans lysis, adenylate kinase release luminescence, 4 h; normalised: neutral wells 0, clomiphene wells 100. lysis activity, % at 15 µM. 360,000 tested, 0.2% active. AID 651654;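 active = mean lysis activity across replicates of at least 80%, whatever share of replicates individually reach that level; inactive = mean lysis activity below 80%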
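Material: C. neoformans cells; Schedule: 4 h static compound exposure, 37 °C, read 1 h post-reagent; Measured by: adenylate kinase release luminescence; Read-out: signal increase indicating cell lysis; Controls: Clomiphene as positive lysis control.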
PglD DTNB = blocks C. jejuni PglD acetyltransferase activity; AID 602405; inhibition, % at 12.5 µM; purified PglD enzyme, DTNB colorimetric CoA detection; 360,000 tested, 0.098% active; in the data active = inhibition above about 16%, passing the limit was not always enough; also: strong numbers were not always called active
ARNT TACC3 PPI = disrupts binding between human ARNT and TACC3. 390,000 tested, 0.66% active. AID 623870. AlphaScreen His-ARNT PAS-B/GST-TACC3 binding, luminescence; TACC3 fragment carries E629A point mutation. inhibition, % at 9.99 µM. Q9Y6A5;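 active = mean inhibition of replicates at least 50% and at least half of replicates each reaching 50%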;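 also: 0% = complete ARNT plus TACC3 wells and 100% = ARNT alone without TACC3; many hits fall short of the cut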
LGR2 inh = inhibitors of bursicon-induced Drosophila LGR2 receptor cAMP signaling; HEK293 LGR2, CRE-luciferase, bursicon-stimulated, 4 h; inhibition, % at 9.99 µM; 380,000 tested, 0.35% active;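 active = drop in luminescence signal, shown as inhibition above about 50% in the replicate tests, limit read from the data, passing the limit was not always enough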;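 also: agonist challenge used bursicon conditioned medium at about half maximal strength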
Numbers without * were called inactive; x = no result given; & = joins results of further samples; ! = repeats disagree.

1) O=C(O)Cn1c(=O)n(Cc2ccccc2)c2ccccc21
2) COc1ccc(S(=O)(=O)Nc2ccc3c(c2)C(=O)N([C@H](C)CO)C[C@H](C)[C@@H](CN(C)S(=O)(=O)c2ccc(F)cc2)OCCCC[C@H](C)O3)cc1
3) Cc1c(OCC(=O)NCc2ccccn2)ccc2c3c(c(=O)oc12)CCCC3
4) Cc1ccc(-c2nnc(Nc3cccc(O)c3)c3ccccc23)cc1S(=O)(=O)NCCO
5) CCN(CC)C(=O)C(=O)N/N=C/c1ccc(C(=O)OC)cc1
6) CCCN(Cc1ccc(C)cc1)C(=O)c1ccc(CNS(=O)(=O)c2ccc(C(C)=O)cc2)cc1
7) O=c1c2[nH]c3ccccc3c2ncn1Cc1ccccn1
8) CN1c2ccc(Br)cc2[C@@H]2[C@@H](CCN2S(=O)(=O)c2ccccc2)[C@@H]1CO

assay / compound	1	2	3	4	5	6	7	8
Statin myotox sup	-4.3	58.4	2.8	-2.3	x	8.1	x	-0.1
PAX8 inh HTS	-16.3	75.7*	0.7	20.7	0.7	-114.5	25.9	11.9
INS-1E GSIS act	15.8	3.2	41.1*	-2.6	13.2	-28.9	x	-11.0
PGC1a acetyl inh	x	-5.2	-6.8	x	x	x	6.1	-11.3
Cneo AK release	-1.5	0.1	-1.5	-1.3	x	-3.5	0.0	-4.6
PglD DTNB	4.9	2.0	0.2	0.3	x	-1.6	-1.8	1.1
ARNT TACC3 PPI	-3.9	8.0	7.0	22.5	-1.5	4.3	-1.6	0.6
LGR2 inh	4.3	-0.8	-1.9	2.5	1.4	-36.4	x	6.5

Single records (already shown). Order of screens: Statin myotox sup, PAX8 inh HTS, INS-1E GSIS act, PGC1a acetyl inh, Cneo AK release, PglD DTNB, ARNT TACC3 PPI, LGR2 inh
`CCCN(Cc1ccc(C)cc1)C(=O)c1ccc(CNS(=O)(=O)c2ccc(C(C)=O)cc2)cc1` reads 8.1, -114.5, -28.9, x, -3.5, -1.6, 4.3, -36.4
`O=c1c2[nH]c3ccccc3c2ncn1Cc1ccccn1` reads x, 25.9, x, 6.1, 0.0, -1.8, -1.6, x

Following part.
9) O=C(N(c1ccccc1)c1ccccc1)n1ccnc1
10) O=C1CSC(=S)N1c1cccc(Br)c1
11) CCN1CCN(CCCNC(=O)c2ccc3c(Cl)c4c(nc3c2)CCCC4)CC1
12) C[C@H](CO)N1C[C@H](C)[C@@H](CN(C)Cc2ccc(-c3ccccc3)cc2)Oc2ccc(NC(=O)Nc3ccc(F)cc3)cc2C1=O
13) CC1(C(=O)NS(=O)(=O)c2cccc(Cl)c2)CCN1C(=O)C1CC1 (stereo not drawn)
14) CC(=O)OCC(=O)[C@H]1CC[C@H]2[C@@H]3CCC4=CC(=O)CC[C@]4(C)[C@H]3CC[C@]12C
15) COc1ccc(S(=O)(=O)NC(=O)C2(C)CCN2C(=O)C2(c3ccccc3)CC2)cc1 (stereo not drawn)
16) COc1ccc(-c2nc3ccc(C)cn3c2Cc2cccc(F)c2)cc1OC

assay / compound	9	10	11	12	13	14	15	16
Statin myotox sup	-11.8	9.7	-30.2	x	0.5	8.8	0.2	9.5
PAX8 inh HTS	x	-4.8	9.3	x	6.9	-2.4	-4.5	-44.5
INS-1E GSIS act	x	1.2	16.3	-3.5	1.9	x	23.6	-22.4
PGC1a acetyl inh	-3.5	-31.9	x	2.9	5.1	0.1	5.1	-3.9
Cneo AK release	-0.8	0.5	-0.6	-0.5	0.3	0.7	-1.7	9.3
PglD DTNB	-6.3	1.8	-1.4	0.6	-12.3	-2.9	0.7	3.6
ARNT TACC3 PPI	2.6	3.9	-11.3	6.0	x	3.1	x	x
LGR2 inh	x	5.1	21.8	-0.4	2.3	4.7	-22.8	-45.3

17) COCC#Cc1cnc2c(c1)C(=O)N([C@H](C)CO)C[C@@H](C)[C@H](CN(C)Cc1ccccc1F)O2
18) COc1cccc2cc(C(=O)N3CCN(C(=O)c4ccco4)CC3)c(=O)oc12
19) COc1cc(NC(=O)c2cccc(Br)c2)nc(OC)n1
20) CC(C(=O)N1CCc2ccccc2C1)N1C(=O)c2ccccc2C1=O (stereo not drawn)
21) CC1CC(=S)Nc2ccccc2N1Cc1ccccc1 (stereo not drawn)
22) CC1CCCC(C)N1/N=C/c1ccccc1OC(F)F (stereo not drawn)
23) Cc1cccc(OCCCCc2c(C)n[nH]c2C)c1
24) O=C(CCc1c[nH]c2ccccc12)OCC(=O)N1CCN(S(=O)(=O)c2ccccc2)CC1

assay / compound	17	18	19	20	21	22	23	24
Statin myotox sup	2.5	x	x	x	-0.6	-3.4	7.1	1.2
PAX8 inh HTS	x	x	-115.7	7.4	13.3	6.8	x	-7.9
INS-1E GSIS act	19.3	-7.1	0.9	5.5	-14.5	-0.3	-18.1	2.2
PGC1a acetyl inh	2.8	-2.7	-5.6	x	-10.2	x	-0.9	x
Cneo AK release	x	x	x	x	7.3	2.7	26.0	4.0
PglD DTNB	x	x	x	x	5.0	3.0	-4.1	-2.2
ARNT TACC3 PPI	x	4.1	x	0.7	8.8	-1.6	0.2	3.8
LGR2 inh	-6.3	17.4	-72.3	-2.5	10.4	18.7	x	5.5

25) CN=C1SC(CC(=O)Nc2sc3c(c2C#N)CCCC3)C(=O)N1C (stereo not drawn)
26) COCCNC(=O)C(OC(=O)CC1Sc2ccccc2NC1=O)c1ccncc1 (stereo not drawn)
27) O=C(CN1CCN(S(=O)(=O)c2ccc(Br)cc2)CC1)c1ccc(O)c(O)c1
28) Cc1ccc(S(=O)(=O)N(C)C[C@@H]2Oc3ccc(NC(=O)Nc4ccc(F)cc4)cc3C(=O)N([C@H](C)CO)C[C@@H]2C)cc1
29) Cc1ccc(-c2cc(C(=O)NC3CCCCC3)no2)cc1
30) COc1ccccc1NC(=O)NCc1ccc(C)n1C
31) CC1(/[N+]([O-])=C/c2ccc(F)cc2)CCCCC1=O (stereo not drawn)
32) C#CCNC(=O)c1ccc(OCc2ccccc2)cc1Cl

assay / compound	25	26	27	28	29	30	31	32
Statin myotox sup	-9.5	12.0	5.2	-35.1	-4.9	12.2	-9.0	x
PAX8 inh HTS	x	x	-2.0	30.3	-28.1	7.1	12.4	-32.5
INS-1E GSIS act	-28.3	x	-5.8	-24.3	-7.2	3.6	x	7.4
PGC1a acetyl inh	x	7.6	4.2	-18.4	x	12.6	x	2.0
Cneo AK release	1.6	0.1	1.0	46.9	-0.6	2.7	x	x
PglD DTNB	-0.6	-6.7	-2.3	3.0	-3.3	-5.6	x	x
ARNT TACC3 PPI	-5.3	-3.4	7.1	2.5	-4.4	-11.5	0.8	-1.5
LGR2 inh	-13.9	x	-10.1	-5.7	-9.4	13.5	2.8	-0.1

Part of the list above in order of heavy-atom count, descending.
28) Cc1ccc(S(=O)(=O)N(C)C[C@@H]2Oc3ccc(NC(=O)Nc4ccc(F)cc4)cc3C(=O)N([C@H](C)CO)C[C@@H]2C)cc1
27) O=C(CN1CCN(S(=O)(=O)c2ccc(Br)cc2)CC1)c1ccc(O)c(O)c1
32) C#CCNC(=O)c1ccc(OCc2ccccc2)cc1Cl
30) COc1ccccc1NC(=O)NCc1ccc(C)n1C
31) CC1(/[N+]([O-])=C/c2ccc(F)cc2)CCCCC1=O (stereo not drawn)

assay / compound	28	27	32	30	31
Statin myotox sup	-35.1	5.2	x	12.2	-9.0
PAX8 inh HTS	30.3	-2.0	-32.5	7.1	12.4
INS-1E GSIS act	-24.3	-5.8	7.4	3.6	x
PGC1a acetyl inh	-18.4	4.2	2.0	12.6	x
Cneo AK release	46.9	1.0	x	2.7	x
PglD DTNB	3.0	-2.3	x	-5.6	x
ARNT TACC3 PPI	2.5	7.1	-1.5	-11.5	0.8
LGR2 inh	-5.7	-10.1	-0.1	13.5	2.8

The listing continues:
33) Fc1ccc(-c2noc(C3CCN(Cc4cccnc4)CC3)n2)cc1
34) Cc1cn([C@H]2C[C@H](O)[C@@H](CCC(=O)NCCCc3ccccc3)O2)c(=O)[nH]c1=O
35) O=C(C[C@H]1C=C[C@H](NS(=O)(=O)c2ccccc2)[C@@H](CO)O1)NCCN1CCCCC1
36) COCC(=O)Nc1ccc2c(c1)OC[C@H](C)N(Cc1cncnc1)C[C@@H](C)[C@H](OC)CN(C)C2=O
37) COc1ccccc1N(Cc1cc2cccc(C)c2[nH]c1=O)C(=O)C(C)C
38) CS(=O)(=O)Nc1ccc2c(c1)[C@@H]1C[C@@H](CC(=O)NCCc3ccccc3)O[C@H](CO)[C@@H]1O2
39) Cc1ccccc1-c1ccc(C2[C@@H]3CN(S(=O)(=O)c4ccccc4C)C[C@H]2N3)cc1 (stereo partly drawn)
40) Cc1ccc2nc(NC(=O)CS(=O)(=O)Cc3ccccc3)sc2c1

assay / compound	33	34	35	36	37	38	39	40
Statin myotox sup	0.2	-0.7	8.2	-2.6	4.1	-4.1	x	-34.9
PAX8 inh HTS	-11.1	4.6	-9.7	x	x	3.3	9.9&52.5	-9.4
INS-1E GSIS act	x	x	6.0	3.0	x	4.3	178.6*!	-13.7
PGC1a acetyl inh	-5.1	-4.0	1.9	-45.6	-5.4	1.1	-9.1&-92.3	-1.1
Cneo AK release	-0.9	-1.2	1.5	x	0.8	-2.9	x	-10.8
PglD DTNB	0.8	-6.6	2.7	x	-20.4	3.0	x	-1.2
ARNT TACC3 PPI	1.1	x	x	x	3.6	-3.1	x	-1.9
LGR2 inh	x	-4.5	11.3	10.7	x	-9.4	-20.7&2.0	6.0

41) COC(=O)c1cnn2c(C)c(Cc3cccc(F)c3)c(C)nc12
42) O=c1[nH][nH]c(C(F)(F)F)c1C=Nc1ccccc1Cl
43) Cc1cc(C(=O)CSc2nnc(-c3cccnc3)n2-c2ccccc2)c(C)n1CC1CCCO1 (stereo not drawn)
44) COc1cccc(/C=C/C(=O)OCC(=O)c2ccc[nH]2)c1
45) O=C1OCCC1=COCCOC=C1CCOC1=O
46) CCC(=O)N1CCN(c2ccccc2NC(=O)c2cccc(C)c2)CC1
47) CCCNCc1cc(Cl)c(OCC)c(Cl)c1
48) CCOc1ccc(OCC)c(NC(=O)CC2Oc3ccccc3NC2=O)c1 (stereo not drawn)

assay / compound	41	42	43	44	45	46	47	48
Statin myotox sup	-0.1	0.2	-2.7	3.1	-5.6	7.0	x	1.8
PAX8 inh HTS	-2.8	x	x	-20.7	-4.3	x	12.5	16.3
INS-1E GSIS act	4.6	x	1.2&-18.2	12.7	-5.2	2.3	x	4.5
PGC1a acetyl inh	-1.6	-4.8	23.0	-28.1	x	x	x	-7.9
Cneo AK release	1.6	-1.4	0.9	-0.1	-0.5	15.1	3.1	-2.0
PglD DTNB	0.9	-4.0	-0.3	-2.9	5.0	3.5	7.2	-0.3
ARNT TACC3 PPI	-33.4	-4.9	-28.7	x	x	-1.4	-2.1	-5.5
LGR2 inh	1.9	x	-7.9&6.3	-21.3	-12.6	8.4	x	-2.4

49) COc1ccccc1N(C)S(=O)(=O)c1ccc(C(=O)N(C)Cc2cccc(F)c2)cc1
50) CC1CCC(NC(=O)C2(C)CCC(=O)N2Cc2cccnc2)CC1 (stereo not drawn)
51) N=c1n(CCCOc2ccc(F)cc2)c2ccccc2n1CC(N)=O
52) C/C=C/c1cnc2c(c1)C(=O)N([C@@H](C)CO)C[C@@H](C)[C@@H](CN(C)C(=O)C1CC1)O2

assay / compound	49	50	51	52
Statin myotox sup	-1.4	-12.7	-18.5	2.2
PAX8 inh HTS	2.1	24.7	-112.1	x
INS-1E GSIS act	x	x	11.5	9.7
PGC1a acetyl inh	-2.7	-8.4	-1.6	-3.8
Cneo AK release	-0.5	-0.3	-1.9	x
PglD DTNB	-1.4	-2.5	-2.7	x
ARNT TACC3 PPI	x	-1.6	-0.1	x
LGR2 inh	14.6	5.1	-9.6	-21.7

Screening results deposited in PubChem BioAssay by Broad Institute.
